High-throughput results deposited in PubChem by National Center for Advancing Translational Sciences (NCATS).
CCT modulator: High-Throughput Screening for Modulators of Cytosolic Chaperonin Activity. hit rate 0.3% among 360,000. activity change, % (no concentration beside the values), hits read low. purified chaperonin ATPase assay, HTRF ADP detection, 30 min; in the data active = activity change below about -30%; also: % is scaled to controls: 0 for no effect and ±100 for the full control effect
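TRiC at 40 or 20 nM final (batch-dependent) in 30 mM Tris pH 7.4, 100 mM KCl, 5 mM MgCl2, 1 mM DTT, with compound at single 76 uM and 10 uM ATP, 30 min at 37 deg C. ADP detected by HTRF Transcreener, 665/615 ratio.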
HepG2 tox: qHTS for Inhibitors of TGF-b: Cytotox Counterscreen; HepG2 CAGA-GFP viability, ATP luminescence, 18 h; hit rate 0.76% among 410,000; AID 588856, 2011; Potency, µM (highest dose often 46.1 µM), for inactives: top-dose activity change, negative = cytotoxicity, usual class: cytotoxic; also: potency is read from the fitted curve at half-maximal effect; some results filed as inactive show a strong effect at the top dose
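HepG2 CAGA-GFP cells (1000/well, DMEM with 1% FBS) received compound, then TGF-beta at 500 pg/mL final, and were incubated 18 hours at 37 degrees C. Viability was read by CellTiter-Glo luminescence. Media-only wells were set as complete cell-killing and DMSO as no toxicity.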
A549 viability: Nrf2 qHTS screen for inhibitors: counterscreen for cytotoxicity; A549 ARE-Fluc cells, CellTiter-Fluor viability, 18-24 h; Potency, µM (series often up to 46 µM), for inactives: top-dose activity change, negative = cytotoxicity, usual class: inhibitors; hit rate 0.16% among 390,000; AID 504648, 2011; also: potency is read from the fitted curve at half-maximal effect; % is scaled to controls: 0 for no effect and ±100 for the full control effect
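A549 ARE-Fluc cells in 5% FBS OPTI-MEM, 5000 cells/well, rested 2 h then exposed to compounds in concentration-response for 18-24 h at 37 °C. Viability by CellTiter-Fluor fluorescence (Ex 405/Em 525) after 30 min; luciferase luminescence (BugLite, 15 min, RT) read afterwards.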
S2 tox: Viability Counterscreen for Primary qHTS for Inhibitors of ATXN expression. S2 cells (HEK-293 line with an ATXN2-luciferase reporter) viability, CellTiter-Fluor protease fluorescence, 24 h. Potency, µM (top dose mostly 56.7 µM), hits mostly cytotoxic. hit rate 0.49% among 400,000; also: potency is read from the fitted curve at half-maximal effect; nearly all actives have a fitted effect of over 40% in size
Nrf2 block: Nrf2 qHTS screen for inhibitors. hit rate 2.1% among 360,000. Potency, µM (top dose mostly 46 µM), for inactives: at the highest dose activity change, negative = inhibition, hits mostly inhibitors. A549 ARE-Fluc reporter, luciferase luminescence, 18-24 h. AID 504444, 2011; also: potency is read from the fitted curve at half-maximal effect; % is scaled to controls: 0 for no effect and ±100 for the full control effect; nearly all actives have a fitted effect of over 60% in size
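Reporter: ARE-Fluc in A549. Exposure: 18-24 h, 37 °C, 5% CO2, 5% FBS OPTI-MEM. Readouts: fluorescent cytotoxicity (CellTiter-Fluor), then luminescent Nrf2 signal after BugLite.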
Mm-Cpn inhibitor: Inhibitors of TCP-1 ring complex (TRiC) of Methanococcus maripaludis (MmCpn): qHTS | Chaperonin Mm-Cpn (Methanococcus maripaludis) | purified Mm-Cpn ATPase, ADP Transcreener TR-FRET | Potency, µM (doses to about 76.9 µM), for inactives: at the highest dose activity, negative = inhibition, hits mostly inhibitors | hit rate 0.031% among 330,000; also: potency is read from the fitted curve at half-maximal effect; % is scaled to controls: 0 for no effect and ±100 for the full control effect; nearly all actives have a fitted effect of over 80% in size
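Quantitative HTS used 25 nM Mm-CPN and 10 uM ATP in magnesium/KCl Tris buffer, pH 7.4, with 1 mM DTT. Hydrolysis ran 30 min at 37°C; ADP was read by HTRF.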
Nrf2 ARE act: qHTS of Nrf2 Activators. AREc32 ARE-luciferase reporter (MCF7-derived line), luminescence, 24 h. Potency, µM (titrated, usually from 46.1 µM), without a hit: top-dose activation, actives largely listed as activators. hit rate 0.31% among 410,000; also: potency is read from the fitted curve at half-maximal effect; % of control where 0% means no effect; nearly all actives have a fitted effect of over 65% in size
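Reporter line AREc32 (ARE-Fluc), seeded overnight in OPTI-MEM with 5% FBS; compound pin-transferred, 24 hr at 37 deg C, 5% CO2; luminescent read-out.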
Akt phos inh: HTS Assay for Inhibitors of Akt Phophorylation: Primary Screen; AID 651550, 2012; Neuro2A IGF-stimulated pAkt S473 HTRF, 20 min; active compounds read low; hit rate 0.32% among 360,000; activity change, % for hits at 50 µM; in the data active = activity change below about -80%; inconclusive = mostly about -51% to -80%; also: % is scaled to controls: 0 for no effect and ±100 for the full control effect
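Neuro2A cells in DMEM with 0.5% FBS, overnight at 37 deg C, given compound at single 50 µM final, then IGF (6 nM final) for 20 min at 37 deg C. Lysed; phospho-Akt Ser473 by HTRF after 24 h, 665/615 ratio.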
TGFb SMAD3 inh: qHTS for Inhibitors of TGF-b. HepG2 CAGA-GFP TGF-b/SMAD3 reporter, GFP fluorescence, 18 h; TGF-beta stimulated, 500 pg/mL final. Potency, µM (highest dose often 46.1 µM), for inactives: at the top dose activity, negative = inhibition, hits mostly inhibitors. hit rate 1.2% among 410,000; also: potency is read from the fitted curve at half-maximal effect; % is scaled to controls: 0 for no effect and ±100 for the full control effect; nearly all actives have a fitted effect of over 65% in size
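First, reporter cells (HEPG2 CAGA-GFP) rested 2 h at 37 degrees C. Next, compounds were pinned in and TGF-beta added to 500 pg/mL final. After 18 h, GFP was imaged per cell and summed per well.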
* = called active by the depositor; i = inactive; ? = inconclusive; nt = no result given. Unless noted, calls follow the shape of the dose curve; as a rule, active = well fitted curve in the direction sought with a large enough effect; inconclusive = small, poorly fitted or top-dose-only effect, or another doubt; inactive = no such curve, though single readings can be large; an effect the other way counts as inactive or inconclusive.

mol | TGFb SMAD3 inh | CCT modulator | A549 viability | HepG2 tox | Mm-Cpn inhibitor | S2 tox | Nrf2 ARE act | Akt phos inh | Nrf2 block
Cc1ccc(CCNC(=O)C2CCN(S(=O)(=O)N3CCCCC3)CC2)cc1 | 12.2% | -1.0 | -12.4% | -14.1% | -3.9% | i | -1.3% | i | -3.3%
COc1ccc(NC(=O)Nc2ccc3c(c2)CC(=O)N([C@H](C)CO)C[C@@H](C)[C@H](CN(C)C(=O)Nc2ccccc2)O3)cc1 | -8.4% | 0.1 | 4.2% | -17.6% | -8.5% | i | -0.5% | i | -5.6%
C#CCOc1ccc(C2C3=C(CC(C)(C)CC3=O)N(CC(=O)O)C3=C2C(=O)CC(C)(C)C3)cc1 | -4.9% | -0.5 | ? | 2.7% | -3.4% | nt | -0.6% | i | 4.9%
C=CCNc1nc(Cl)nc(Nc2ccc(OCC)cc2)n1 | -5.8% | -5.5 | -7.9% | -23.9% | -0.7% | i | 5.8% | i | -3.2%
Cc1nn(Cc2ccccc2)c(C)c1NC(=O)CSc1nc2c(c(C(F)(F)F)n1)CCc1ccccc1-2 | -5.1% | -1.5 | -12.1% | 9.1% | -10.9% | ? | -0.7% | i | -1.7%
CSCc1c(C(=O)Nc2ccc(N3CCOCC3)cc2)oc2ccccc12 | 4.8% | 2.4 | 15.8% | -2.8% | 0.0% | i | 4.4% | i | 7.5%
CCOC(=O)CSc1nc(-c2ccccc2)nc2ccc(C)cc12 | -27.9% | -4.3 | 0.5% | -0.7% | -4.5% | i | -0.2% | i | -16.2%
COc1ccc(CCNC(=O)c2ccc(Cn3c(=O)c4ccccc4n(CC(=O)C(C)(C)C)c3=O)cc2)cc1OC | -23.7% | nt | -14.1% | -1.4% | nt | ? | 1.2% | nt | ?
CCOc1ccc(OCCC(=O)OCC(=O)c2c(N)n(CC(C)C)c(=O)n(C)c2=O)cc1 | -1.2% | -0.5 | nt | -1.3% | nt | i | -1.8% | i | nt
O=C1NC2(CCCCCC2)Oc2ccccc21 | -16.9% | -0.4 | 6.4% | -1.5% | -4.5% | i | 0.5% | i | -0.2%
CCN(CC)C(=O)CSc1nnc(-c2ccccn2)n1-c1ccccc1OC | 6.4% | 0.8 | -3.6% | 0.2% | 2.6% | i | -1.1% | i | 5.7%
O=C(Nc1ccnn1C1CCN(C2CCC2)CC1)c1ccccc1 | 1.1% | 2.3 | 2.4% | -13.9% | -17.0% | i | -0.7% | i | 6.4%
COC(=O)CCC(=O)N1CCCC(N2CCN(c3cccc(C(F)(F)F)c3)CC2)C1 (stereo not drawn) | -18.6% | 1.8 | 4.9% | -9.8% | 2.0% | nt | -0.4% | i | -11.4%
COc1ccc(NC(=S)NCCc2ccc(Cl)cc2)c(OC)c1 | 7.5% | -2.7 | -5.4% | -31.3% | 0.2% | i | 0.4% | i | -22.9%
CCNC(=S)NS(=O)(=O)c1ccc(Cl)cc1 | -3.7% | 1.9 | -4.1% | 2.0% | -0.5% | i | 0.2% | i | 1.2%
COC(=O)c1ccc2nc(-c3ccccc3)c(Cc3ccc(OC)cc3C)n2c1 | nt | -4.5 | nt | nt | nt | i | 20.7% | i | nt
CC(=O)N1CCc2c(sc3c2c(=O)n(-c2ccccc2)c(=O)n3CC(=O)Nc2cccc(C)c2)C1 | ? | nt | 2.3% | -20.0% | nt | ? | 3.4% | nt | -14.5%
COCCCNC(=O)c1ccc(Cn2c(=O)c3ccccc3n(Cc3cc(C)ccc3C)c2=O)cc1 | -9.7% | -1.5 | -4.1% | -22.1% | -1.2% | i | -0.5% | i | ?
O=C(COC(=O)c1ccco1)c1ccc(S(=O)(=O)N2CCCCC2)cc1 | 4.5% | -0.3 | -8.3% | 9.5% | -2.8% | i | -0.4% | i | -7.2%
CCCC(C(=O)NC1CCCC1)N(CC1CCCO1)C(=O)c1snc(C(N)=O)c1N (stereo not drawn) | -14.0% | -1.9 | -6.0% | 10.0% | -0.3% | i | -0.5% | nt | nt
Cc1nn(C)c(N)c1C(O)(c1nccn1C)C(F)(F)F (stereo not drawn) | 26.6% | 1.7 | -6.7% | -2.4% | 0.9% | i | -0.8% | i | 4.5%
O=C(NNC(=S)NC(=O)c1cccnc1)c1ccc(Cl)cc1 | -3.2% | 0.2 | nt | -7.2% | -0.2% | i | -0.5% | i | ?
O=C(c1cc(COc2ccc3ncccc3c2)on1)N1CCCCCC1 | -24.8% | 1.4 | -19.3% | -19.3% | -0.7% | i | 2.1% | i | 3.66µM*
O=C(NCC(=O)N1CCN(Cc2ccccc2)CC1)c1ccccc1Cl | 6.0% | 0.3 | nt | 4.9% | nt | i | 0.0% | i | nt
CCOc1ncccc1C(=O)OCC(=O)Nc1cc(C)ccc1C | 5.7% | -1.8 | 0.0% | -2.0% | -0.4% | i | -0.1% | i | 3.8%
CCOC(=O)c1c(NC(=O)COc2cccc(C)c2C)sc(C(C)=O)c1C | -15.1% | nt | 0.8% | -3.1% | nt | i | -0.7% | nt | 7.0%
CC1CCN(C(=O)CSc2nnc(-c3ccccc3Cl)o2)CC1 | -19.3% | nt | -8.1% | -1.1% | nt | ? | ? | nt | 13.6%
O=C1CC2(CCN(C(=O)c3ccccc3[N+](=O)[O-])CC2)Oc2ccccc21 | 1.8% | -4.7 | -6.6% | -2.3% | 0.6% | ? | -0.7% | i | -12.8%
O=C(Nc1sccc1C(=O)N1CCOCC1)c1cccnc1 | -29.1% | -3.0 | 6.3% | 2.0% | 0.3% | i | -0.4% | nt | nt
COc1ccc(CCC(=O)OCC(=O)c2c(N)n(CC(C)C)c(=O)n(C)c2=O)cc1 | 5.8% | -1.0 | -11.4% | 19.7% | 1.4% | i | -0.3% | i | 23.1µM*

Three structures out of the list, ordered by formula weight, high to low:
mol | TGFb SMAD3 inh | CCT modulator | A549 viability | HepG2 tox | Mm-Cpn inhibitor | S2 tox | Nrf2 ARE act | Akt phos inh | Nrf2 block
COc1ccc(CCNC(=O)c2ccc(Cn3c(=O)c4ccccc4n(CC(=O)C(C)(C)C)c3=O)cc2)cc1OC | -23.7% | nt | -14.1% | -1.4% | nt | ? | 1.2% | nt | ?
Cc1nn(Cc2ccccc2)c(C)c1NC(=O)CSc1nc2c(c(C(F)(F)F)n1)CCc1ccccc1-2 | -5.1% | -1.5 | -12.1% | 9.1% | -10.9% | ? | -0.7% | i | -1.7%
COc1ccc(NC(=S)NCCc2ccc(Cl)cc2)c(OC)c1 | 7.5% | -2.7 | -5.4% | -31.3% | 0.2% | i | 0.4% | i | -22.9%

(next part)
mol | TGFb SMAD3 inh | CCT modulator | A549 viability | HepG2 tox | Mm-Cpn inhibitor | S2 tox | Nrf2 ARE act | Akt phos inh | Nrf2 block
COc1ccc(CCN(Cc2ccccn2)C(=S)Nc2ccccc2Cl)cc1OC | -18.8% | -2.2 | -7.5% | 12.8% | -2.7% | i | 0.4% | i | ?
Cc1ccc2[nH]c(=O)cc(C(=O)OCC(=O)c3ccccc3)c2c1 | 3.1% | -1.2 | -6.2% | -3.5% | -3.5% | i | -0.7% | i | -21.8%
CCCc1c(C)[nH]c2ccc(NC(C)=O)cc2c1=O | -2.6% | -0.2 | -4.3% | 3.5% | 0.0% | i | 3.8% | i | 6.1%
O=C(CN(C(=O)CSc1nc2ccccc2o1)c1ccccc1F)NC1CCCCC1 | -6.9% | -1.6 | 2.2% | -18.6% | -0.2% | i | -0.3% | i | 10.6%
O=C(NCc1ccccc1Cl)C1CCN(S(=O)(=O)c2cccs2)CC1 | -3.6% | -1.1 | 4.4% | 1.7% | 2.4% | i | -0.3% | i | 1.2%
COCCN1C(=O)C(O)=C(C(C)=O)C1c1ccc(F)cc1 (stereo not drawn) | 4.1% | -2.8 | -17.4% | -3.2% | -4.4% | i | -0.2% | i | -10.9%
Cc1cc(N(CC(=O)NC(C)C)S(C)(=O)=O)ccc1Br | 7.7% | -1.9 | 7.2% | -25.1% | 3.5% | i | -0.6% | i | -10.0%
CCCN1C2CCCC1CC(NC(=O)c1ccccc1OCC)C2 (stereo not drawn) | 12.5% | -1.2 | -8.7% | -27.4% | 0.4% | i | -0.8% | i | 5.0%
COc1ccc(-c2nnc3n(CCc4ccccc4)c(=O)c4ccccc4n23)c(OC)c1 | 21.8% | -2.3 | -3.2% | 0.6% | 0.6% | ? | 2.8% | i | 14.4%
O=C(Nc1nncs1)C12CC3CC(CC(C3)C1)C2 | 14.2% | 0.9 | -0.8% | 0.3% | 0.2% | i | 0.1% | i | 11.9%
CN1CCN(CCC(=O)N/N=C/c2cc3c(cc2[N+](=O)[O-])OCO3)CC1 | 0.0% | 0.0 | 0.5% | -22.0% | -1.7% | i | 0.0% | i | -2.5%
C[C@H]1CN([C@@H](C)CO)C(=O)CCCn2cc(nn2)CO[C@@H]1CN(C)C(=O)Nc1ccc(-c2cccs2)cc1 | -8.2% | 0.2 | nt | -4.9% | nt | i | 0.2% | i | nt
COc1ccccc1OCc1ccc(C(=O)NC(C)c2ccccc2)o1 (stereo not drawn) | 3.8% | 1.6 | ? | -2.0% | ? | nt | 0.0% | i | ?
O=C(CCn1nc(-c2ccccc2)c2ccccc2c1=O)NCC1CCCO1 (stereo not drawn) | 18.6% | -1.6 | -2.2% | -1.9% | -0.5% | i | 0.3% | i | -33.1%
COc1cc(C(=O)OC(C)C(=O)NC2CCCCC2C)c([N+](=O)[O-])cc1OC (stereo not drawn) | -23.5% | 0.6 | -10.5% | -9.0% | -3.0% | i | -0.3% | i | ?
